Compound activity as filed in PubChem.
VIM-2 inh: VIM-2 metallo-beta-lactamase inhibitors, primary screen, biochemical, epi-absorbance readout, Pseudomonas aeruginosa enzyme; 290,000 compounds, 0.89% hits; inhibition, % at 5.6 µM; purified VIM-2, nitrocefin hydrolysis, epi-absorbance fluorescence;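 active = inhibition above the mean of all tested compounds plus 3 SD, cutoff set per screening run, cut at about 7.5% in these data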;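 note: red hydrolysis product quenches plate fluorescence so inhibitors raise well fluorescence; 0% = enzyme with DMSO and 100% = DMSO without enzyme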
UBC9 SUMO inh: inhibitors of in vitro SUMOylation cascade, primary screen, biochemical, HTRF, uHTS; SUMO-conjugating enzyme UBC9 (Homo sapiens), P63279; HTRF SUMOylation assay, SAE1/SAE2 + UBC9; inhibition, % at 35 µM; 290,000 compounds, 0.36% hits; AID 2006, 2009; in the data active = inhibition above about 50%, passing the limit was not always enough; note: strong numbers were not always called active
IMP-1 inhibitor: IMP-1 metallo-beta-lactamase inhibitors, primary screen, biochemical, epi-absorbance readout, Pseudomonas aeruginosa enzyme; purified IMP-1, nitrocefin hydrolysis, epi-absorbance fluorescence; 290,000 compounds, 0.45% hits; inhibition, % at 5.6 µM; metallo-beta-lactamase IMP-1 (Pseudomonas aeruginosa);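 active = inhibition above the mean plus 3 SD of all compounds in the same screening run, cut at about 4.5% in these data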;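 note: 0% = IMP-1 with DMSO and 100% = DMSO wells lacking enzyme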
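system = purified recombinant IMP-1 beta-lactamase | amount = 0.2 nM IMP-1, as dispensed | medium = HEPES buffer pH 7.1 with ZnSO4 and Brij 35 | times = 25 °C, 15 min preincubation, 25 min reaction | detection = plate fluorescence quenching by hydrolysis product, ex 480/em 530 nm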
FID counter: compounds displacing fluorescent DNA intercalator, primary screen, artefact control for HCV NS3 helicase inhibitor project, biochemical, FID fluorescence; inhibition, % at 7.9 µM; 290,000 compounds, 0.17% hits; DNA fluorescent intercalator displacement; in the data active = inhibition above about 37%;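 note: 0% = vehicle and 100% = reference compound; higher means more ethidium bromide displaced from hairpin DNA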
IDE inh: human IDE inhibitors in live cells, primary screen, fluorescence polarization, HEK cells, FAbetaB substrate; Insulin-degrading enzyme (Homo sapiens), P14735; FAbetaB cleavage; inhibition, % at 5.59 µM; 320,000 compounds, 0.41% hits; AID 434962, 2010;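 active = percent inhibition above the average of all tested compounds plus 3 SD, set per screening campaign, cut at about 16% in these data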;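 note: IDE supplied by intact live HEK cells; FP after avidin binding of uncleaved biotin substrate so inhibition keeps polarization high; 0% = DMSO wells and 100% = 60 µM reference IDE inhibitor Ii1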
NS3 helicase inh: inhibitors of HCV NS3 helicase, primary screen, biochemical, Cy5 molecular beacon fluorescence | Hepatitis C virus NS3 helicase | NS3 helicase DNA unwinding | inhibition, % at 10.9 µM | 290,000 compounds, 0.56% hits | AID 1800, 2009;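 active = inhibition above the mean of all tested compounds plus 3 SD, set per campaign, cut at about 35% in these data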;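 note: 0% = DMSO wells and 100% = thioflavine S control wells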
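assay system = NS3 helicase fragment of HCV | buffer or medium = MOPS pH 6.5, MgCl2, DTT, Tween20, BSA | timing = 60 min unwinding reaction at 25 °C after ATP addition | signal = Cy5 beacon fluorescence read at start and 1 h | read-out basis = % inhibition of unwinding | control set = low DMSO, high thioflavine S at 110 µM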
pCIP destab: p/CIP-EGFP fusion destabilizers, primary screen, fluorescence, F442A cells | decrease of EGFP signal, % at 10 µM | 290,000 compounds, 0.01% hits | 16 h | Q05BA5;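 active = EGFP signal decrease of at least 30% at 10 µM or well 3 SD below plate mean, unless failing retest; inactive = the rest, including hits failing retest or dose response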; note: some compounds called inactive have numbers as strong as hits; many of its hits are not listed in these tables
Target sequence (Q05BA5 1-1403): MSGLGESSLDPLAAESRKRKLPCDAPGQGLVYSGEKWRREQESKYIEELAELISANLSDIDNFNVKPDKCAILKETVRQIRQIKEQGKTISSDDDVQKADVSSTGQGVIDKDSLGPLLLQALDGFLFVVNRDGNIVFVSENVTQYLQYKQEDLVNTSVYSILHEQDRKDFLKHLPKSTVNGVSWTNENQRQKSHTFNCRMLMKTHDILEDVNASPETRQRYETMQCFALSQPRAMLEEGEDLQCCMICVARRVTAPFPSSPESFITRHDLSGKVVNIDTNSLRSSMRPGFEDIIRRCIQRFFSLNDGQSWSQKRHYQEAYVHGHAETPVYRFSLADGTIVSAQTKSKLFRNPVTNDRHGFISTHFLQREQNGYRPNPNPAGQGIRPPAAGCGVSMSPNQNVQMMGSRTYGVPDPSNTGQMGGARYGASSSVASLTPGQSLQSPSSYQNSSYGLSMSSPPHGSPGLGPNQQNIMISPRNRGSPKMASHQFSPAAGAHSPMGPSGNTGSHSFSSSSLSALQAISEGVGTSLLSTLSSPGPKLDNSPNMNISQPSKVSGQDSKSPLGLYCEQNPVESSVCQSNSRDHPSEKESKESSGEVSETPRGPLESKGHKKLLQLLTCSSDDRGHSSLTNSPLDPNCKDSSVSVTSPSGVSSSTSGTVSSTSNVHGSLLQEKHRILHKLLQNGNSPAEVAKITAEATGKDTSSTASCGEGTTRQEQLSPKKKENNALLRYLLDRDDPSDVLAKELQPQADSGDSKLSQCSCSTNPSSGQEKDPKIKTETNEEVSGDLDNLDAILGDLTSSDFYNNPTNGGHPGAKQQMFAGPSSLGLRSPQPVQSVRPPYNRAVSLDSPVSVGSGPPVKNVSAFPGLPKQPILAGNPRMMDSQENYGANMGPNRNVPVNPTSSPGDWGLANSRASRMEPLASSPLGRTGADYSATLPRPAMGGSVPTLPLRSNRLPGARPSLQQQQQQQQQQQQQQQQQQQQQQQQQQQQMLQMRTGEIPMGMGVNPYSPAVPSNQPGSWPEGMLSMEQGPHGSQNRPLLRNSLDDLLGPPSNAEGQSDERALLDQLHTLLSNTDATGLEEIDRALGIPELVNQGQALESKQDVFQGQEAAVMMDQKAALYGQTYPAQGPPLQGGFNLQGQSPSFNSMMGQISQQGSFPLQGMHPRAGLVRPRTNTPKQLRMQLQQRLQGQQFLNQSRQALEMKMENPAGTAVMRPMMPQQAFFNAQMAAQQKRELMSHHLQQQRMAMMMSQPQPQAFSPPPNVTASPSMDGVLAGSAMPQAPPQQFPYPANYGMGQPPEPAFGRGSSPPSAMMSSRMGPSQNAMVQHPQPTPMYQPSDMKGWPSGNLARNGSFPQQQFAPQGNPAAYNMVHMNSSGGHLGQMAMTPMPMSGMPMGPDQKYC
PfM18AAP inh: PfM18AAP inhibitors, malaria aminopeptidase, primary screen, biochemical, QFRET, recombinant enzyme; M18 aspartyl aminopeptidase (Plasmodium falciparum 3D7); H-Glu-NHMec fluorogenic cleavage; inhibition, % at 7.35 µM; 290,000 compounds, 1.2% hits; AID 1822, 2009;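 active = inhibition above the campaign mean inhibition over all tested compounds plus 3 SD, cut at about 28% in these data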;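 note: 0% = plate median of test compound wells and 100% = 2 mM ZnCl2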
IDE cell activ: human IDE activators in live cells, primary screen, fluorescence polarization, HEK cells, FAbeta-B substrate | 340,000 compounds, 0.073% hits | Insulin-degrading enzyme (Homo sapiens), P14735 | FAbeta-B cleavage; 0% vehicle, 100% cell-free pure enzyme wells | activation, % at 5.96 µM;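 active = activation above the mean of all tested compounds plus 3 SD, set per screening campaign, cut at about 17% in these data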
Numbers without * were called inactive; / = not tested or not shown.

SMILES	VIM-2 inh	UBC9 SUMO inh	IMP-1 inhibitor	FID counter	IDE inh	NS3 helicase inh	pCIP destab	PfM18AAP inh	IDE cell activ
O=Nc1c(O)n(Cc2ccc(Cl)cc2)c2ccccc12	2.1	-2	-0.8	-9	2	0	-7	3	6
CCOC(=O)CC(=O)NC(CC(=O)OC)c1ccc(C(C)C)cc1 (configuration not stated)	0.8	10	-0.6	-3	-2	-1	-3	2	-3
CC(=O)OCC(=O)[C@@]12OC3(CCCC3)O[C@@H]1C[C@H]1[C@@H]3CCC4=CC(=O)C=C[C@]4(C)[C@@]3(F)[C@@H](O)C[C@@]12C	0.1	-3	-0.6	-43	1	-16	0	-4	4
COC(=O)c1ccccc1N=Nc1c(N)n[nH]c1N	-3.2	6	-3.8	-2	5	-12	-1	11	0
CCNc1nc(NCc2ccccc2)nc(SCC(N)=O)n1	-2.6	0	-1.6	-6	1	-7	-3	0	5
COc1ccc(C(C(=O)NC2CCCC2)N(C(=O)c2snc(-c3ccc(F)cc3)c2N)c2cccc(F)c2)cc1 (configuration not stated)	2.8	21	0.6	9	1	3	1	-6	5
COc1ccc(/C=C(/C(=O)c2cccs2)N2C=CC=CC2=C(C#N)C#N)cc1	-0.6	17	-1.5	-4	/	8	-14	-5	-1
Cc1cc(C)cc(NC(=S)N2CCC(NC(=O)c3ccc(F)cc3)CC2)c1	-1.9	-2	-1.9	-15	6	-3	-15	-9	4
COc1cccc(Nc2c(Nc3cccc(OC)c3)c(=O)c2=O)c1	-1.5	33	1.9	-3	-2	-13	-3	2	-5
COc1ccc(-c2cn3cc(C)ccc3n2)cc1F	-1.6	15	-4.6	-3	0	-1	-6	5	-1
COc1ccc(NC2CCCN(C(=O)c3cccc(C)n3)C2)cc1OC (configuration not stated)	3.1	0	0.3	-3	6	10	-7	8	8
O=C(Oc1ccc(-c2cnc3ccccc3n2)cc1)c1cccc([N+](=O)[O-])c1	1.5	-12	-1.7	2	7	-9	-3	-1	1
COc1ccccc1CNC(=O)OCc1nccnc1C(=O)Nc1ccc(Br)cn1	0.3	14	-2.0	-5	4	-7	-5	-12	3
COc1ccc(C)cc1NC(=O)C1CCC(CNc2c(N3CCOCC3)c(=O)c2=O)CC1 (configuration not stated)	-4.0	-3	-7.5	-14	1	-1	-2	3	2
O=C(NC(=S)NC1CCS(=O)(=O)C1)c1ccccc1F (configuration not stated)	-0.9	3	-1.0	-4	5	6	-20	-7	-1
N#Cc1ccccc1Oc1ccccc1C=O	-3.2	-1	-2.5	2	2	10	-2	-5	-4
Nc1nc(N)c2c(n1)CCCC2	-0.3	12	-1.3	0	11	-3	-7	6	4
N/C(=N\OC(=O)Nc1ccccc1)c1cccc(C(F)(F)F)c1	-2.8	19	-2.9	-5	4	0	-4	-4	2
Cc1ccc(Nc2nc(=O)c3cccnc3s2)cc1	-0.5	7	-2.5	3	5	-14	-9	6	-9
Cc1ccc(C2C(C#N)=C(N)Oc3n[nH]c(-c4cccs4)c32)s1 (configuration not stated)	2.0	38	-2.3	-4	4	1	-3	21	-4
COc1ccc(C(=O)N2CCN(c3ccccc3)CC2)cc1S(=O)(=O)N1CCCC1	1.0	10	-2.3	-47	-2	4	-5	-3	7
CCn1c2ccccc2c2cc(NC(=O)C3CCN(S(=O)(=O)c4cccs4)CC3)ccc21	/	-3	/	/	-2	/	3	/	4
Cc1ccc(S(=O)(=O)NCCC(=O)OCn2nnc3ccccc3c2=O)cc1	1.0	15	-1.5	-12	2	-5	0	-2	6
CCN(CC)c1nc(-c2ccc(Cl)cc2)cc(C(F)(F)F)c1C#N	-2.3	20	-0.9	0	-2	1	5	-14	1
C=CCN=C1CC(C)(C)CC(=O)/C1=C(\O)CCCN1C(=O)c2ccccc2C1=O	-2.4	7	-2.2	-35	-1	11	-3	-3	2
O=c1cc(CO)oc(CN2CCN(c3ccccc3)CC2)c1O	-0.2	21	2.0	-4	5	3	-9	18	-2
Cc1ccc(S(=O)(=O)N2CCC(C(=O)N[C@@H](C)C(=O)NC3CCCCC3)CC2)cc1	-1.0	3	-1.7	-12	1	11	-4	-6	2
c1coc(C2=NCCc3ccccc32)c1	-4.0	4	-4.8	-1	9	9	-10	-2	2
CC(C)N=C(NC#N)SCc1ccccc1	0.4	-30	-1.2	2	-1	-6	-5	-7	-3
CN(C)S(=O)(=O)c1ccc(C(=O)Nc2nnc(SCc3ccccc3)s2)cc1	-0.7	-9	-4.1	-2	4	-4	-7	-14	-7
O=C(COC(=O)CNC(=O)c1cccc([N+](=O)[O-])c1)NCc1ccco1	-1.7	3	-1.7	5	3	21	3	3	9
CCC(C)(C)n1nnnc1C(c1ccc(N(C)C)cc1)N1CCN(C2CCCCC2)CC1 (configuration not stated)	-0.6	-13	-1.5	12	/	-12	-15	9	1
COc1ccccc1-c1noc(-c2ccco2)n1	-5.3	10	-1.8	-2	5	0	-22	1	-2
COC(=O)[C@H](Cc1ccccc1)NC(=O)NCCc1ccc(F)cc1	1.7	15	0.0	-11	-1	-3	-11	-14	/
Cc1ccc(N(CC(=O)N2CCN(c3ccccc3F)CC2)S(=O)(=O)c2c(C)noc2C)cc1	0.8	-5	-1.3	-13	7	9	-9	2	-4
O=C(NCc1ccc2c(c1)OCO2)c1ccc2c(c1)C(=O)N(CC1CCCO1)C2=O (configuration not stated)	-2.6	12	-5.2	-4	2	-1	-2	-5	0
Cc1c(Nc2nc3ccccc3nc2N2CCN(c3ccccc3)CC2)c(=O)n(-c2ccccc2)n1C	-4.4	9	-2.2	-9	-1	-8	-2	-6	-6
CCOC(=O)C1(CCOC)CCN(Cc2ccc3nonc3c2)CC1	-3.5	10	-1.7	-7	1	10	8	0	-4
Cc1cc(NC(=O)C(C)C)n(-c2nc3ccccc3s2)n1	-2.4	3	-4.1	-1	10	7	4	0	-7
O=c1[nH]cnc(O)c1C(c1ccc2c(c1)OCO2)c1c(O)nc[nH]c1=O	0.2	0	-1.6	-3	-5	-11	5	8	4
COc1ccc(CCNc2nc(Cl)nc(NC(C)(C)CO)n2)cc1OC	-0.9	8	-1.0	-22	-4	-9	-2	-4	0
Cn1nc(C(=O)N2CCN(c3ccccc3)CC2)c2c1-c1ccccc1S(=O)(=O)C2	-2.4	-6	-3.4	-26	1	6	-2	9	6
CC(=O)c1cccc(NC(=O)NNC(=O)c2ccc3ccccc3c2)c1	-2.0	0	-2.5	-18	-2	-1	0	9	-2
CCc1nc(SCC(N)=O)c2c(=O)n(C)c(=O)n(C)c2n1	-2.4	9	-1.3	-1	0	4	-11	-3	-3
CCN(CC)CCN1C(=O)C(O)=C(C(=O)c2cccs2)C1c1ccccn1 (configuration not stated)	-3.2	5	-5.7	-1	4	-5	-18	1	5
COc1cc(OC)nc(NC(=O)C(C)C)n1	-1.3	-10	-2.0	2	4	-1	-6	-3	3
Cc1ccc(OCC(O)Cn2c(=N)n(Cc3ccccc3)c3ccccc32)cc1 (configuration not stated)	-1.9	4	-1.6	21	-9	-34	3	2	0
CC1CCN(CCCN2C(=O)C3C(C(=O)Nc4cccc(Cl)c4)C4C=CC3(O4)C2C(=O)NC2CCCCC2)CC1 (configuration not stated)	-1.5	1	-1.6	2	-3	-6	-14	0	3
CN(CC(=O)Nc1ccc(F)c(F)c1)S(=O)(=O)c1cccc2cccnc12	-1.2	4	-3.2	-19	1	4	2	3	1
COc1cccc(NC(=O)c2nc(SC)ncc2Cl)c1	-0.9	2	-7.0	-11	3	-1	-9	1	2
(more compounds)
SMILES	VIM-2 inh	UBC9 SUMO inh	IMP-1 inhibitor	FID counter	IDE inh	NS3 helicase inh	pCIP destab	PfM18AAP inh	IDE cell activ
CC(C)(C)N(NC(=O)c1ccccc1)C(=O)c1cccc(C(=O)N(NC(=O)c2ccccc2)C(C)(C)C)c1	-3.5	-11	-4.1	-29	0	7	-1	-4	4
O=C(CSc1nc2ccsc2c(=O)n1NC(=O)c1ccccc1)NCc1ccco1	-3.6	18	-3.1	1	1	0	-5	-10	6
C=CCSc1ncnc2sc(C)c(C)c12	-2.9	1	-2.4	-7	-2	11	-17	-2	0
Cc1cccc(OCCCSc2nc3ccc(C)cc3[nH]2)c1	1.7	-35	-1.2	-10	-3	-9	-8	-9	-4
COC(=O)c1ccccc1COn1c(=O)c(C)[n+]([O-])c2ccccc21	-2.0	7	-2.6	-6	3	2	5	10	-3
COc1ccc2[nH]c(C(=O)N3CCc4ccccc4C3)c(C)c2c1	-2.8	23	-2.6	-37	-1	-19	-2	3	3
Cc1ccc(-c2[nH][nH]c(=O)c(=O)c2N=Nc2ccccc2)cc1	-1.4	4	-2.4	-1	10	7	-12	-1	1
CCN1CCN(C(=O)CN(CCc2ccccc2)S(C)(=O)=O)CC1	-0.3	13	-2.4	0	1	-5	-2	-3	2
Cc1cccc(NC(=S)NC23CN4CN(CN(C4)C2)C3)c1	-2.4	8	-2.6	-1	1	12	1	15	3
CCNC(=O)COC(=O)/C=C/c1cccc(F)c1	-0.3	6	-0.7	0	3	-7	-11	-12	-3
C/C(=N/NC(=O)CNS(=O)(=O)c1ccc(C)cc1)c1cccc([N+](=O)[O-])c1	-1.6	16	-0.9	-5	6	1	2	-11	2
CCOC(=O)c1sc2nc(SCC#N)n(CCCN3CCCC3=O)c(=O)c2c1C	-2.0	6	0.6	-14	4	-6	-15	-4	4
Cc1ccccc1-c1cc(C(=O)N2CCCC2)c2ccccc2n1	-3.3	3	-2.4	-19	-1	20	-8	8	2
Cc1ccc2nc(-c3ccc4c(c3)OCCO4)cc(C(=O)O)c2c1	-1.0	0	-3.7	-5	3	8	-17	-5	13
COc1ccc(Cl)cc1N(CC(=O)NC(C(C)C)C(C)C)S(C)(=O)=O	1.4	-3	0.6	-15	0	6	7	-11	2
CCSc1n[nH]c(=O)[nH]c1=O	-1.6	20	-2.7	-5	5	-4	-1	5	2
O=C(CSc1ccc([N+](=O)[O-])cn1)Nc1ccc(N2CCOCC2)c(Cl)c1	-6.0	-6	-1.6	4	-4	0	-5	1	2
O=C(Cc1ccccc1)Nc1nc(=O)c2ccccc2s1	11*	-15	-0.1	-3	-4	0	-3	40*	-5
CCCCn1c(=O)nc2n(-c3ccc(C)cc3)c3ccccc3cc-2c1=O	-1.6	30	-3.2	-9	4	9	-6	2	5
O=[N+]([O-])c1cc([N+](=O)[O-])c(Oc2cccnc2Br)cc1NN1CCCCC1	-1.4	3	-6.0	0	3	-25	-8	7	1

This is a random part of the collection; overall some 3.6% were active at least once.
